ERp5 inh: inhibitors of human ERp5 | Q15084 | AID 651711 | ERp5 insulin aggregation, absorbance 650 nm, 90 min | inhibition, % at 9.99 µM | hit rate 0.05% among 350,000;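 active means mean replicate inhibition above about 25%, with every replicate also reaching it, limit read from the data, passing the limit was not always enough; inconclusive means only one of those two criteria met; inactive means neither criterion met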
Statin myotox sup: suppressors of simvastatin-induced myotoxicity in C2C12 myotubes | hit rate 0.78% among 330,000 | rescue of ATP level, % at 7.49 µM | ATP luminescence, 48 h; scaled: DMSO 0, geranylgeraniol control 100;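 active means mean ATP rescue above about 67%, or every replicate alone reaching that limit, limit read from the data, passing the limit was not always enough; inconclusive means no clear call, values can overlap the other calls; inactive means mean under the limit and some replicate under it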;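 further: myotubes were challenged with 10 µM simvastatin during compound exposure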
PglD inh: PglD (C. jejuni) enzyme inhibition | purified PglD enzyme, DTNB colorimetric CoA detection | inhibition, % at 12.5 µM | hit rate 0.098% among 360,000 | AID 602405; in the data active means inhibition above about 16%, passing the limit was not always enough; inconclusive means no clear call, values can overlap the other calls; further: strong numbers were not always called active
SIRT5 block: inhibitors of human sirtuin-5 desuccinylase. inhibition, % at 15 µM. Purified SirT5, succinyl-peptide AMC, trypsin-coupled fluorescence. Q9NXA8. hit rate 1.1% among 330,000; in the data active means inhibition above about 15%; inconclusive means no clear call, values can overlap the other calls
Target sequence (Q9NXA8 whole entry, looked up): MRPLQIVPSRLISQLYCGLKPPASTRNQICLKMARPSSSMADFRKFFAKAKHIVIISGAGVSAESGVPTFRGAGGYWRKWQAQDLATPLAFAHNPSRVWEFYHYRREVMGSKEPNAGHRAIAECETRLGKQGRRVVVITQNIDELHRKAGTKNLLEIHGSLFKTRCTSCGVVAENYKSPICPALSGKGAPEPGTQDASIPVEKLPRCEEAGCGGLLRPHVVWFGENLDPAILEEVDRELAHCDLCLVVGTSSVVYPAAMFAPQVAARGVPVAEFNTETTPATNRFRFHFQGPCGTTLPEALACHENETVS
E-sel inducer: induces E-selectin expression in human endothelial cells; P16581; HUVEC E-selectin immunofluorescence imaging; normalized: neutral wells 0, TNF-alpha wells 100; activation, % at 7.58 µM; hit rate 0.37% among 260,000; AID 686992;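 active means mean E-selectin-positive cell signal at least 10% of the positive control, reached in at least 60% of replicates, without over 20% cell loss; inconclusive means no rule given, readout overlaps actives, possibly toxicity-flagged; inactive means the rest, including those meeting only one limit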;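 further: in these data hits start at about 27%; measured in HUVEC primary endothelial cells; signal is the percent of cells scored E-selectin positive by PE staining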
Target sequence (P16581 whole entry, looked up): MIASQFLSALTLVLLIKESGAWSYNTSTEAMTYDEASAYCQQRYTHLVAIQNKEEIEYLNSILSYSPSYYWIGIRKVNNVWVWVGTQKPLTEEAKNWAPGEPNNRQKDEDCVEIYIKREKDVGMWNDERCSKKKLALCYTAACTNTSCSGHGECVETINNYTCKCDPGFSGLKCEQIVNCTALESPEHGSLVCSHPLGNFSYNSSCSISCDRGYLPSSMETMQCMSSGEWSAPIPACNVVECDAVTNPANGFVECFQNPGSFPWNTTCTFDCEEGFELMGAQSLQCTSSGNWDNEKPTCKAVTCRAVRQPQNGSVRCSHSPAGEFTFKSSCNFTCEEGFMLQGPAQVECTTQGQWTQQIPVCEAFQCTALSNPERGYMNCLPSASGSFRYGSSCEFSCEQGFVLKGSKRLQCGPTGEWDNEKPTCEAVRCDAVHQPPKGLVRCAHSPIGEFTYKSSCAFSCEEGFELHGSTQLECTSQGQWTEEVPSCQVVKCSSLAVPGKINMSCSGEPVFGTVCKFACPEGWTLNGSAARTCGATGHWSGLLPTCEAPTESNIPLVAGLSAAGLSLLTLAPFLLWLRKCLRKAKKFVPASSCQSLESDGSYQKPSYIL
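assay system = HUVEC, human umbilical vein endothelial cells | input = 3,000 HUVEC seeded per well | medium = EGM-2 growth medium on 0.1% gelatin-coated wells | dosing = one compound dose added by pin transfer | signal = immunofluorescence imaging | read-out basis = % PE-positive cells | control set = TNF-alpha, DMSO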
S100A4 MyoIIA: blocks human S100A4 binding to myosin IIA peptide; P26447; S100A4/TAMRA-MyoIIA peptide fluorescence polarization; inhibition, % at 10.7 µM; hit rate 0.14% among 360,000; AID 652163;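 active means mean inhibition of at least 70% across replicates, with every replicate also reaching that level; inconclusive means mean inhibition reaches 70% but some replicates fall short; inactive means mean inhibition below 70%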
Target sequence (P26447 whole entry, looked up): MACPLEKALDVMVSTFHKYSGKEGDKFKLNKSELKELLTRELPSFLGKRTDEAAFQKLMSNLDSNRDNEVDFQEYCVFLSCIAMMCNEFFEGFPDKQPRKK
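Material: S100A4 monomer (human). Medium: Calcium-containing HEPES buffer, pH 7.2. Probe or stimulus: labelled myosin peptide probe, 5 nM. Compound dosing: one concentration per compound. Timing: polarization read 5 min after assay mix addition, stable 5–60 min. Benchmarks: DMSO as neutral control, TFP as positive control.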
DENV2 CPE: inhibitors of DENV2 cytopathic effect; DENV2-infected cells, cytopathic effect rescue, plate reader; CPE inhibition, % at 9.99 µM; AID 651640; hit rate 1.7% among 350,000; in the data active means CPE inhibition above about 20%, passing the limit was not always enough; inconclusive means no clear call, values can overlap the other calls; tested in BHK-21 cells;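 further: 0% = median of neutral control wells and 100% = median of positive control wells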
Starred values were filed as active, the others as inactive; & = joins results of further samples.

What do the screens show for `CC/C=C\[C@H](O)[C@H](O)C1=C(C)C(=O)[C@]2(O1)C(=O)N[C@@](OC)(C(=O)c1ccccc1)C2O` (some centres undefined)?
ERp5 inh: 2; Statin myotox sup: -9; PglD inh: 2; SIRT5 block: -4; S100A4 MyoIIA: -4; DENV2 CPE: 6

Results for C[C@H](CO)N1C[C@H](C)[C@@H](CN(C)S(=O)(=O)c2ccccc2)Oc2ncc(-c3cccc(C(=O)N(C)C)c3)cc2C1=O ?
ERp5 inh: 1; Statin myotox sup: -2; PglD inh: 1; SIRT5 block: -2; E-sel inducer: 1.0; S100A4 MyoIIA: -7; DENV2 CPE: 0

How did Cc1ccccc1S(=O)(=O)N1C[C@@H](O)COC[C@@H]2O[C@@H](CC(=O)NCCc3ccccc3)CC[C@H]21 do in these assays?
ERp5 inh: 1; Statin myotox sup: -7; PglD inh: 0; SIRT5 block: -4; E-sel inducer: 0.0; S100A4 MyoIIA: -8; DENV2 CPE: -5

What do the screens show for `CCCc1c(C(=O)O)cnn1-c1ccc(Cl)cc1`?
ERp5 inh: 7; Statin myotox sup: 0; SIRT5 block: -1; E-sel inducer: -0.2; S100A4 MyoIIA: -5; DENV2 CPE: -5

Results for C/C(=N\NC(=O)c1ccn(C)n1)c1ccc(NC(=O)C2CCC2)cc1 ?
ERp5 inh: -14; Statin myotox sup: -18; PglD inh: -4; SIRT5 block: 9; S100A4 MyoIIA: -3; DENV2 CPE: 2

How did CCN(C[C@@H]1N[C@H](CO)[C@H]1c1ccc(-c2cccc(F)c2)cc1)C(=O)COC do in these assays?
ERp5 inh: -2; Statin myotox sup: -22; PglD inh: -1; SIRT5 block: -2; E-sel inducer: 0.1; S100A4 MyoIIA: 1; DENV2 CPE: 4

How did CC(=O)c1ccc(NC(=O)N2CCN(c3ccc(C)cc3)C(C)C2)cc1 (centres undefined) do in these assays?
ERp5 inh: -2; SIRT5 block: 1; S100A4 MyoIIA: 0; DENV2 CPE: 3

How did COCCNc1nc(-c2ccccc2)nc2ccccc12 do in these assays?
ERp5 inh: -7; SIRT5 block: 2; E-sel inducer: 0.1; S100A4 MyoIIA: -7; DENV2 CPE: -1

What do the screens show for `COCC#Cc1ccc2c(c1)O[C@@H](CN(C)C(=O)c1ccccc1F)[C@@H](C)CN([C@H](C)CO)S2(=O)=O`?
ERp5 inh: 3; Statin myotox sup: 14; PglD inh: 5; SIRT5 block: 4; E-sel inducer: 0.7; S100A4 MyoIIA: 5; DENV2 CPE: inconclusive

Results for Cc1cccc(/C=C/c2onc(C)c2S(=O)(=O)N2CCC(C(=O)NC(C)C)CC2)c1 ?
ERp5 inh: 8; Statin myotox sup: 7; PglD inh: -8; E-sel inducer: -0.2; S100A4 MyoIIA: 1; DENV2 CPE: 3

Overlap with the part before: two compounds; new compounds follow.
What do the screens show for `COCC#Cc1ccc2c(c1)O[C@@H](CN(C)C(=O)c1ccccc1F)[C@@H](C)CN([C@H](C)CO)S2(=O)=O`?
ERp5 inh: 3; Statin myotox sup: 14; PglD inh: 5; SIRT5 block: 4; E-sel inducer: 0.7; S100A4 MyoIIA: 5; DENV2 CPE: inconclusive

Results for Cc1cccc(/C=C/c2onc(C)c2S(=O)(=O)N2CCC(C(=O)NC(C)C)CC2)c1 ?
ERp5 inh: 8; Statin myotox sup: 7; PglD inh: -8; E-sel inducer: -0.2; S100A4 MyoIIA: 1; DENV2 CPE: 3

How did O=S(=O)([O-])C(c1ccccc1)[n+]1ccccc1 (centres undefined) do in these assays?
ERp5 inh: -1; Statin myotox sup: 5; PglD inh: 0; SIRT5 block: 3; E-sel inducer: 0.0; S100A4 MyoIIA: 18; DENV2 CPE: 3

Results for CCSc1nnc(COc2ccccc2)n1CC ?
ERp5 inh: -3; PglD inh: 2; SIRT5 block: -1; E-sel inducer: 3.7; S100A4 MyoIIA: 4; DENV2 CPE: -2

Results for CC(=O)NCCNC(=O)c1oc2ccccc2c1CSc1ncn[nH]1 ?
ERp5 inh: 0; Statin myotox sup: -3; PglD inh: 2; SIRT5 block: -4; E-sel inducer: 0.2; S100A4 MyoIIA: -4; DENV2 CPE: 2

Results for Cc1nc(Cc2nnc(SCC(=O)N3CCN(c4ccc(O)cc4)CC3)o2)cs1 ?
ERp5 inh: -4; Statin myotox sup: 9; PglD inh: -3; SIRT5 block: 0; E-sel inducer: -0.5; S100A4 MyoIIA: -1

What do the screens show for `CCOc1ccc(CCNC(=O)c2ccc3nc(CC)c(CC)nc3c2)cc1`?
ERp5 inh: 4; Statin myotox sup: 5; PglD inh: 3; SIRT5 block: -2; S100A4 MyoIIA: 4; DENV2 CPE: 7

What do the screens show for `C[C@H]1CN([C@@H](C)CO)S(=O)(=O)c2ccc(-c3ccccc3F)cc2O[C@@H]1CN(C)Cc1cncnc1`?
ERp5 inh: -1; Statin myotox sup: -24; PglD inh: -1; SIRT5 block: 6; E-sel inducer: -0.3; S100A4 MyoIIA: 1; DENV2 CPE: 7

What do the screens show for `O=C(Nc1ccccc1)c1ccc(CN2CCc3ccccc3C2)cc1`?
ERp5 inh: -1; Statin myotox sup: 5; SIRT5 block: -1; S100A4 MyoIIA: -3; DENV2 CPE: -4

Results for O=C(O)c1ccc(Nc2ccc(F)c(F)c2)c([N+](=O)[O-])c1 ?
ERp5 inh: 6; Statin myotox sup: 9; PglD inh: 4; SIRT5 block: 0; E-sel inducer: 0.1; S100A4 MyoIIA: -3; DENV2 CPE: 2

What do the screens show for `O=S(=O)(Nc1ccc(F)cc1)c1cccc2nsnc12`?
ERp5 inh: inconclusive; Statin myotox sup: 13; PglD inh: -2; SIRT5 block: 3; E-sel inducer: 0.1; S100A4 MyoIIA: -13; DENV2 CPE: 6

How did COc1ccc(NC(=O)N(C)C[C@@H]2OCCCC[C@H](C)Oc3ccc(NS(=O)(=O)c4ccc(F)cc4)cc3C(=O)N([C@@H](C)CO)C[C@@H]2C)cc1 do in these assays?
ERp5 inh: 1; PglD inh: -2; SIRT5 block: 6; E-sel inducer: 0.0; S100A4 MyoIIA: -3; DENV2 CPE: 0

Results for Cc1ccc(O)c(C(=O)c2cnn(C(=O)c3cccc(S(=O)(=O)N(C)C)c3)c2)c1 ?
ERp5 inh: -3; Statin myotox sup: -1; PglD inh: 1; SIRT5 block: -1; E-sel inducer: -0.1; S100A4 MyoIIA: 14; DENV2 CPE: -9

Results for COc1ccc(NC(=O)CC2SC(N)=NC2=O)c([N+](=O)[O-])c1 (centres undefined) ?
ERp5 inh: 3; PglD inh: 6; SIRT5 block: 1; S100A4 MyoIIA: -13; DENV2 CPE: 2

Results for O=C(c1cnn(-c2ccccc2)c1-n1cccc1)N1CCN(C2CCCCC2)CC1 ?
ERp5 inh: -6; Statin myotox sup: 13; PglD inh: 2; SIRT5 block: -1; S100A4 MyoIIA: -1; DENV2 CPE: 8

How did COc1ccc(-n2c(Cc3cccn3C)nnc2SCC(=O)NCc2ccccc2Cl)cc1 do in these assays?
ERp5 inh: -1; Statin myotox sup: 6; PglD inh: -2; E-sel inducer: 0.0; S100A4 MyoIIA: 5; DENV2 CPE: -3

How did CCOCCCN1C(=O)C(O)=C(C(C)=O)C1c1cccs1 (centres undefined) do in these assays?
Statin myotox sup: 5; PglD inh: 2; E-sel inducer: 0.3

Results for COc1ccc(Cc2nc3ccc(C(=O)NC(C)C)cc3o2)cc1 ?
ERp5 inh: -3; Statin myotox sup: -1; PglD inh: -17; SIRT5 block: 0; E-sel inducer: -0.1; S100A4 MyoIIA: 1; DENV2 CPE: 4

How did C[C@@H]1CN([C@@H](C)CO)C(=O)CCCn2nncc2CO[C@H]1CN(C)Cc1cccnc1 do in these assays?
ERp5 inh: -2&13&3; Statin myotox sup: -4&-6&-9; PglD inh: 5&-1&1; SIRT5 block: -3&5&1; E-sel inducer: 7.0&-0.3; S100A4 MyoIIA: -4&-25&1; DENV2 CPE: 6&-1&1

How did NNC(=O)C(Cc1ccc(O)cc1)N1Cc2ccccc2C1=O (centres undefined) do in these assays?
ERp5 inh: 4; Statin myotox sup: 1; PglD inh: -1; SIRT5 block: -2; S100A4 MyoIIA: 7; DENV2 CPE: -3

How did O=C(C[C@@H]1CC[C@H]2[C@@H](COC[C@@H](O)CN2Cc2ccc3c(c2)OCO3)O1)Nc1ccccc1 do in these assays?
ERp5 inh: 0; Statin myotox sup: 5; PglD inh: 1; SIRT5 block: -2; E-sel inducer: 0.1; S100A4 MyoIIA: -3; DENV2 CPE: inconclusive

What do the screens show for `CO[C@H](CN(C)C(=O)c1ccccc1F)[C@@H](C)CN([C@@H](C)CO)S(=O)(=O)c1ccc(F)cc1`?
ERp5 inh: 4; Statin myotox sup: 3; PglD inh: 1; SIRT5 block: -3; E-sel inducer: 0.0; S100A4 MyoIIA: 13; DENV2 CPE: -4

How did CCS(=O)(=O)Nc1ccc2c(c1)C(=O)N(C)C[C@H](OC)[C@@H](C)CN(C(=O)CN(C)C)[C@H](C)CO2 do in these assays?
ERp5 inh: -2; Statin myotox sup: 1; PglD inh: 4; SIRT5 block: -3; E-sel inducer: 1.1; S100A4 MyoIIA: 19; DENV2 CPE: 14

How did O=C(NC1CCCC1)[C@@H]1[C@@H](CO)[C@@H]2Cn3c(ccc(-c4ccccc4)c3=O)[C@@H]2N1CCc1ccccc1 do in these assays?
ERp5 inh: -7; Statin myotox sup: 18; PglD inh: 0; SIRT5 block: -4; E-sel inducer: -0.5; S100A4 MyoIIA: -2; DENV2 CPE: 2

Results for CN1CCN(Cc2c(C(=O)N3CCc4ccccc4C3)nc3ccc(Cl)cn23)CC1 ?
ERp5 inh: -6; Statin myotox sup: 8; PglD inh: -6; SIRT5 block: 5; S100A4 MyoIIA: 7; DENV2 CPE: -2

What do the screens show for `CN1c2ccc(-c3ccc(F)cc3)cc2[C@H]2[C@H](CCN2S(=O)(=O)c2cccc(F)c2)[C@H]1CO`?
ERp5 inh: 1; Statin myotox sup: -1; PglD inh: -2; E-sel inducer: -0.4; S100A4 MyoIIA: 1; DENV2 CPE: -24

What do the screens show for `COc1ccccc1-c1cn(CC[C@H]2CC[C@@H](NC(=O)NC(C)C)[C@@H](CO)O2)nn1`?
ERp5 inh: -2; Statin myotox sup: -2; PglD inh: 1; SIRT5 block: 2; E-sel inducer: -0.2; S100A4 MyoIIA: -1; DENV2 CPE: 5

Results for CCNC(=O)C[C@H]1CC[C@@H]2[C@H](COC[C@H](O)CN2C(=O)C2CC2)O1 ?
ERp5 inh: 3; Statin myotox sup: 10; PglD inh: 1; SIRT5 block: -1; E-sel inducer: 0.0; S100A4 MyoIIA: -9; DENV2 CPE: 1

How did Cc1c(NC(=O)C(C)OC(=O)c2c3c(nc4ccccc24)CCC3)c(=O)n(-c2ccccc2)n1C (centres undefined) do in these assays?
ERp5 inh: -2; SIRT5 block: -4; S100A4 MyoIIA: 8; DENV2 CPE: 3

Results for CC(=O)N1CCc2c(sc3c2c(=O)n(Cc2ccccc2)c(=O)n3CC(=O)NCC2CCCO2)C1 (centres undefined) ?
ERp5 inh: 8; Statin myotox sup: 3; PglD inh: -5; SIRT5 block: 0; S100A4 MyoIIA: -8; DENV2 CPE: 1

Looked up by compound from the list above (2):
What do the screens show for `COc1ccccc1-c1cn(CC[C@H]2CC[C@@H](NC(=O)NC(C)C)[C@@H](CO)O2)nn1`?
ERp5 inh: -2; Statin myotox sup: -2; PglD inh: 1; SIRT5 block: 2; E-sel inducer: -0.2; S100A4 MyoIIA: -1; DENV2 CPE: 5

Results for CC(=O)N1CCc2c(sc3c2c(=O)n(Cc2ccccc2)c(=O)n3CC(=O)NCC2CCCO2)C1 (centres undefined) ?
ERp5 inh: 8; Statin myotox sup: 3; PglD inh: -5; SIRT5 block: 0; S100A4 MyoIIA: -8; DENV2 CPE: 1

Not all compounds are listed; count on the stated rates, not on these rows.
